RGS4 act: RGS4 potentiation or activation; HEK293 M3R/inducible RGS4, carbachol calcium flux Fluo4; active compounds read low; B-score at 10 µM; hit rate 0.92% among 310,000; AID 463111;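 active = B-score of the integrated calcium signal more than 4 SD below the library mean, with starting fluorescence not abnormally high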;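 also: negative B-score means reduced calcium response which marks RGS4 activation or potentiation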
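System: HEK293 FlpIn-TREx cells, stable M3R, doxycycline-inducible RGS4. Timing: overnight RGS4 induction, 30 min dye load 37 °C, 20 min compound RT. Also added: carbachol, ECmax concentration. Measured by: Fluo4 fluorescence kinetic imaging of calcium. Evaluation: integrated calcium ratio converted to B score.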
KCNK9 block: inhibitors of human KCNK9 two-pore domain potassium channel; hit rate 1.2% among 310,000; Q9NPC2; HEK293 KCNK9, FluxOR thallium flux fluorescence; active compounds read low; AID 488922; B-score at 10 µM;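 active = ratio B-score over 3 SD below the library mean, with starting fluorescence within 5 SD of its mean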;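 also: negative B-score means less thallium flux so channel inhibition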
KCNQ1 block: human KCNQ1 channel inhibition; B-score at 10 µM; CHO-K1 KCNQ1, FluxOR thallium flux fluorescence; active compounds read high; P51787; hit rate 1.3% among 310,000;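 active = compounds whose thallium flux B-score, printed positive for inhibition, exceeds three library SD while starting fluorescence stays within three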;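 also: channel opened by potassium depolarization with thallium stimulus after 20 min compound exposure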
KCNQ1 pot: potentiates or activates the human KCNQ1 potassium channel; P51787; CHO-K1 KCNQ1, thallium flux FluxOR fluorescence; active compounds read high; B-score at 10 µM; hit rate 0.35% among 310,000; AID 2648;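 active = fluorescence ratio B-score, a plate-corrected score, at least three library SD, with initial intensity B-score within 5 SD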
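System: CHO-K1 cells stably expressing KCNQ1 / Medium: assay buffer for compound exposure, DMSO matched across wells / Reagent: thallium- and potassium-containing depolarizing buffer / Compound: one concentration, matched DMSO / Incubation: 20 min compound pretreatment at room temperature / Measured by: kinetic FluxOR fluorescence, 10 s baseline plus 110 s post-stimulus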
ANO1 block: mouse TMEM16A channel inhibition, primary screen | HEK293 TMEM16A/YFP iodide influx fluorescence, ionomycin | normalized B-score (activity score, 25-100; higher = stronger inhibition) at 10 µM | AID 588511 | hit rate 1.2% among 310,000;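 active = ratio plate-corrected score three or more library SD toward inhibition, starting fluorescence score within five deviations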;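 also: score derived from kinetic fluorescence span divided by baseline fluorescence per well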
ANO1 activ: activators or potentiators of mouse TMEM16A chloride channel; HEK293 TMEM16A/YFP-H148Q/I152L, iodide quench fluorescence; active compounds read low; B-score at 10 µM; hit rate 0.3% among 340,000; AID 623877;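 active = fluorescence-ratio B-score plate-corrected deviation score at least 3 library SD below zero, with starting fluorescence score within 5 deviations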;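 also: channel opened by trigger with iodide after compound preincubation; score built on the fluorescence ratio of max minus min over baseline; more negative score means more quench and so TMEM16A activation or potentiation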
MrgX1 ag: human MrgX1 receptor agonism, primary screen; Q96LB2; MrgX1-HEK293 cells, Fluo-4 calcium fluorescence, agonist mode; active compounds read high; B-score at 10 µM; hit rate 0.44% among 310,000;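 active = calcium response B-score plate-corrected fluorescence ratio at least 3 library SD, with starting fluorescence B-score inside 5 SD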
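Material – MrgX1-expressing HEK293 cells · Input – 15,000 cells seeded per well · Dosing – compound as first of three additions · Times – overnight seeding, then 1 h dark dye loading · Measured by – kinetic Fluo-4 NW fluorescence of intracellular calcium · Read-out – B-scored fluorescence response ratio · Benchmarks – positive and negative control wells on each plate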
MrgX1 allo act: allosterically activates human MrgX1 receptor signaling; MrgX1-HEK293, Fluo-4 calcium flux, FDSS; active compounds read high; B-score at 10 µM; hit rate 0.63% among 310,000; AID 588675;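 active = plate-corrected calcium response at least 3 library SD above typical, normal starting fluorescence, not activating the receptor alone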;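 also: compound read alongside a low EC10 to EC30 dose of BAM8-22 agonist; peak minus trough fluorescence over baseline measured at the second addition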
hERG rescue: hERG (human) protection from proarrhythmic block. CHO-hERG, FluxOR thallium flux, dofetilide IC70 present. activation (rescue from dofetilide block), less the hit threshold, % at 10 µM. hit rate 0.51% among 310,000;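 active = activation above the mean of controls blocked by dofetilide plus 5 SD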;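 also: thallium influx through hERG after potassium depolarization seen as dye fluorescence rise; in these data hits start at about 4.7%; inactives centre near -7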
KCNK3 inh: human KCNK3 channel inhibition, primary screen | CHO-KCNK3 thallium flux, FluxOR fluorescence; active compounds read low | hit rate 0.84% among 340,000 | B-score at 10 µM;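 active = B-score under library mean minus 4 SD, starting fluorescence ratio at most library mean plus 5 SD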;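 also: more negative B-score means stronger inhibition of thallium flux through KCNK3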
RGS4 inh: inhibitors of human RGS4; P49798; HEK293 M3R/RGS4 inducible, Fluo-4 calcium flux; active compounds read high; triggered by carbachol at its EC20; B-score at 10 µM; hit rate 0.45% among 310,000; AID 463165;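 active = B-score, a plate-corrected calcium signal, over three deviations above library mean, with baseline fluorescence within five deviations of library mean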;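 also: RGS4 expression induced by doxycycline in cells with stable M3 receptor; B-score is computed from the integrated fluorescence ratio over baseline after carbachol; higher B-score means a larger calcium signal and so more RGS4 inhibition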
The depositor's hits bear a star; i = inactive; nt = not tested or not shown. This is a random part of the collection; any-hit rate near 6.3%.

Results follow in this order: RGS4 act | KCNK9 block | KCNQ1 block | KCNQ1 pot | ANO1 block | ANO1 activ | MrgX1 ag | MrgX1 allo act | hERG rescue | KCNK3 inh | RGS4 inh
O=C(Cc1ccccc1)N[C@@H](Cc1ccccc1)C(=O)O
    i | i | i | i | i | i | i | i | -5 | i | i
CSc1nc(SCCO)c2sc3nc(-c4ccco4)c4c(c3c2n1)CC(C)(C)OC4
    i | i | i | i | nt | i | nt | nt | -21 | i | i
CCc1cc2c(N=Nc3c(O)[nH]c4ccccc34)ncnc2s1
    i | i | i | i | i | i | i | i | -10 | i | i
Cn1ncc([N+](=O)[O-])c1C(=O)Nc1ccc(-c2nc3ccccc3o2)cc1
    i | i | i | i | i | i | i | i | -9 | i | i
CC(=O)Nc1ccc(C2NC(=O)c3ccccc3O2)cc1 (centres undefined)
    i | i | i | i | i | i | i | i | -10 | i | i
COc1ccc(CN2C(=O)c3ccccc3C2=O)cc1C(=O)OCC(=O)NC1CCCCC1
    i | i | i | i | i | i | i | i | -3 | i | i
CC(=NCCc1c(C)[nH]c2ccc(C)cc12)C1=C(O)CC(c2ccccc2)CC1=O (centres undefined)
    i | i | i | i | i | i | i | i | -7 | i | i
Cc1ccc(C(=O)n2c(-c3ccccc3)cnc2SCC(=O)Nc2ccccc2)cc1
    i | i | i | i | i | i | i | i | -5 | i | i
O=C(Nc1ccc2ccccc2c1)c1ccc(Cl)cc1
    i | i | i | i | i | i | i | i | -1 | i | i
C=CCOc1ccc(CNn2cn[nH]c2=S)cc1
    i | i | i | i | i | i | i | i | -3 | i | i

The closing 2 compounds of the part before come first, to join the parts.
Results follow in this order: RGS4 act | KCNK9 block | KCNQ1 block | KCNQ1 pot | ANO1 block | ANO1 activ | MrgX1 ag | MrgX1 allo act | hERG rescue | KCNK3 inh | RGS4 inh
O=C(Nc1ccc2ccccc2c1)c1ccc(Cl)cc1
    i | i | i | i | i | i | i | i | -1 | i | i
C=CCOc1ccc(CNn2cn[nH]c2=S)cc1
    i | i | i | i | i | i | i | i | -3 | i | i
CC1=C(C(N)=O)C(c2cccnc2)n2nc(-c3cccc(C)c3)nc2N1 (centres undefined)
    i | i | i | i | i | i | i | i | -10 | i | i
COc1cccc(C(=O)Nc2ccc(Cl)c(C(F)(F)F)c2)c1
    i | i | 9* | i | 25* | i | i | i | -15 | i | i
CCCN1CCC(=NNc2ccc(C(=O)O)cc2)CC1
    i | i | i | i | i | i | i | i | -5 | i | i
COC(=O)C(Cc1c[nH]c2ccccc12)NC(=O)c1cncc(Br)c1 (centres undefined)
    i | i | i | i | i | i | i | i | -13 | i | i
Cc1ccc(S(=O)(=O)N2CCC(C(=O)N[C@@H](C)C(=O)Nc3ccc(F)cc3)CC2)cc1
    i | i | i | i | i | i | i | i | -8 | i | i
Cc1ccccc1NC(=S)NC1CCN(Cc2ccccc2)CC1
    i | i | i | i | i | i | i | i | -4 | i | i
Cc1oc(S(=O)(=O)N2CCCC2)cc1C(=O)Nc1ccccc1
    i | i | i | i | i | i | i | i | -2 | i | i
O=C(Nc1ccccc1N1CCCCC1)c1ccc(-c2cc(Cl)ccc2Cl)o1
    i | i | i | i | i | i | i | i | -7 | i | i
O=C(N/N=C/c1ccc(-c2ccccc2[N+](=O)[O-])o1)[C@H]1C[C@@H]1c1ccccc1
    i | i | i | i | i | i | i | i | -18 | i | i
Cc1ccc(S(=O)(=O)N(C)C)cc1-n1c(SCC(=O)Nc2ccccc2)nc2ccccc2c1=O
    i | -7.9* | i | i | i | i | i | i | -12 | i | i
c1ccc2c(c1)nc(N1CCCCCC1)c1ccccc12
    i | i | i | i | i | i | i | i | -6 | i | i
Cc1ccc(C(=O)C2CCNCC2)cc1
    i | i | i | i | i | i | i | i | -6 | i | i

A draw from above in order of molecular weight, ascending.
Results follow in this order: RGS4 act | KCNK9 block | KCNQ1 block | KCNQ1 pot | ANO1 block | ANO1 activ | MrgX1 ag | MrgX1 allo act | hERG rescue | KCNK3 inh | RGS4 inh
Cc1ccc(C(=O)C2CCNCC2)cc1
    i | i | i | i | i | i | i | i | -6 | i | i
C=CCOc1ccc(CNn2cn[nH]c2=S)cc1
    i | i | i | i | i | i | i | i | -3 | i | i
CCCN1CCC(=NNc2ccc(C(=O)O)cc2)CC1
    i | i | i | i | i | i | i | i | -5 | i | i
c1ccc2c(c1)nc(N1CCCCCC1)c1ccccc12
    i | i | i | i | i | i | i | i | -6 | i | i
O=C(Nc1ccc2ccccc2c1)c1ccc(Cl)cc1
    i | i | i | i | i | i | i | i | -1 | i | i
COc1cccc(C(=O)Nc2ccc(Cl)c(C(F)(F)F)c2)c1
    i | i | 9* | i | 25* | i | i | i | -15 | i | i
Cc1oc(S(=O)(=O)N2CCCC2)cc1C(=O)Nc1ccccc1
    i | i | i | i | i | i | i | i | -2 | i | i
CC1=C(C(N)=O)C(c2cccnc2)n2nc(-c3cccc(C)c3)nc2N1 (centres undefined)
    i | i | i | i | i | i | i | i | -10 | i | i
O=C(N/N=C/c1ccc(-c2ccccc2[N+](=O)[O-])o1)[C@H]1C[C@@H]1c1ccccc1
    i | i | i | i | i | i | i | i | -18 | i | i
CC(=NCCc1c(C)[nH]c2ccc(C)cc12)C1=C(O)CC(c2ccccc2)CC1=O (centres undefined)
    i | i | i | i | i | i | i | i | -7 | i | i
COC(=O)C(Cc1c[nH]c2ccccc12)NC(=O)c1cncc(Br)c1 (centres undefined)
    i | i | i | i | i | i | i | i | -13 | i | i
O=C(Nc1ccccc1N1CCCCC1)c1ccc(-c2cc(Cl)ccc2Cl)o1
    i | i | i | i | i | i | i | i | -7 | i | i
Cc1ccc(C(=O)n2c(-c3ccccc3)cnc2SCC(=O)Nc2ccccc2)cc1
    i | i | i | i | i | i | i | i | -5 | i | i
Cc1ccc(S(=O)(=O)N2CCC(C(=O)N[C@@H](C)C(=O)Nc3ccc(F)cc3)CC2)cc1
    i | i | i | i | i | i | i | i | -8 | i | i
COc1ccc(CN2C(=O)c3ccccc3C2=O)cc1C(=O)OCC(=O)NC1CCCCC1
    i | i | i | i | i | i | i | i | -3 | i | i
